# Compound activity from PubChem.
# PAD4 inh: human PAD4 inhibitors, primary screen, biochemical, fluorescence polarization, 1536-well format; inhibition, % at 6.36 µM; Protein-arginine deiminase type-4 (Homo sapiens), Q9UM07; 330,000 tested, 0.41% active; recombinant PAD4, RCA probe fluorescence polarization;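 active means percent inhibition above a cutoff equal to the mean of all tested compounds plus 3 SD, cut at about 15% in these data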;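 further: 0% = PAD4 with RCA probe and DMSO and 100% = probe without PAD4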
# PREPL inh: PREPL enzyme inhibitors, primary screen, biochemical, fluorescence polarization; Prolyl endopeptidase-like (Homo sapiens), Q4J6C6; recombinant PREPL, fluorescence polarization activity-based probe; inhibition, % at 5.96 µM; 320,000 tested, 0.68% active; AID 2751, 2010; in the data active means inhibition above about 43%;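 further: 0% = enzyme with DMSO and 100% = wells lacking enzyme; many of its hits are not listed in these tables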
# GSTO1 counter: inhibitors of recombinant GSTO1, primary screen, counter-screen for RBBP9 inhibitor project, biochemical, fluorescence polarization; Glutathione S-transferase omega-1 (Homo sapiens), P78417; activity-based probe fluorescence polarization; inhibition, % at 5.96 µM; 300,000 tested, 1.1% active; AID 1974, 2009;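 active means inhibition above the campaign mean inhibition plus 3 SD, cut at about 35% in these data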;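 further: 0% = GSTO1-1 with DMSO and 100% = wells lacking GSTO1-1 enzyme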
# Target sequence (P78417 whole entry, looked up): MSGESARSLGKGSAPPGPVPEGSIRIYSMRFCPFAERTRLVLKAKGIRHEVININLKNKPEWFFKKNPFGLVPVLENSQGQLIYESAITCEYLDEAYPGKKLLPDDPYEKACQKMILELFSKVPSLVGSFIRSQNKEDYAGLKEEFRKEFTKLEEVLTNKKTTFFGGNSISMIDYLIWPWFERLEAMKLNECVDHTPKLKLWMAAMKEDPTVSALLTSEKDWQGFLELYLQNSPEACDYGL
# PAFAH1B2 inh: PAFAH1B2 enzyme inhibitors, primary screen, biochemical, fluorescence polarization, human | recombinant PAFAH1B2, FP-rhodamine activity probe | 340,000 tested, 1.2% active | Platelet-activating factor acetylhydrolase IB subunit alpha2 (Homo sapiens), P68402 | AID 492953, 2010 | inhibition, % at 3.39 µM;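 active means inhibition above the mean of all tested compounds plus 3 SD, cut at about 24% in these data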;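 further: 0% = enzyme with DMSO and 100% = wells lacking PAFAH1B2; many of its hits are not listed in these tables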
# LYPLA2 inh: LYPLA2 inhibitors, primary screen, counter-screen for PME1 inhibitor project, biochemical, fluorescence polarization, FP-Rh probe ABPP; inhibition, % at 5.9 µM; recombinant LYPLA2; Acyl-protein thioesterase 2 (Homo sapiens), O95372; 320,000 tested, 0.38% active;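 active means inhibition above the screen-wide mean plus 3 SD, limit set per campaign, cut at about 26% in these data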;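 further: 0% = LYPLA2 with DMSO and 100% = wells lacking LYPLA2 enzyme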
# PAFAH1B3 FP inh: PAFAH1B3 enzyme inhibitors, primary screen, biochemical, fluorescence polarization, human | 340,000 tested, 0.28% active | recombinant PAFAH1B3, FP-rhodamine probe | inhibition, % at 3.39 µM | Platelet-activating factor acetylhydrolase IB subunit alpha1 (Homo sapiens), Q15102 | AID 492972, 2010;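 active means inhibition above the screen-wide average of all tested compounds plus 3 SD, cut at about 25% in these data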;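 further: 0% = enzyme with DMSO only and 100% = wells lacking PAFAH1B3 protein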
# Target sequence (Q15102 whole entry, looked up): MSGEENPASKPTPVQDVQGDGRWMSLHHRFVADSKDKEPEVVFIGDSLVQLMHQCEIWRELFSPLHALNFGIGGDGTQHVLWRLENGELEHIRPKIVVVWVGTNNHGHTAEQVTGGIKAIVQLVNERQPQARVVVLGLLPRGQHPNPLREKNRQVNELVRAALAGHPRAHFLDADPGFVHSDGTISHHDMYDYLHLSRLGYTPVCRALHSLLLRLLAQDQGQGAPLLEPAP
# PME-1 inh: PME-1 inhibitors via competitive probe labeling, primary screen, biochemical, fluorescence polarization, FP-Rh probe, HTS. Protein phosphatase methylesterase 1 (Homo sapiens), Q9Y570. inhibition, % at 5.9 µM. recombinant PME-1. 320,000 tested, 0.53% active;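 active means inhibition above the campaign mean of all compounds plus 3 SD, cut at about 26% in these data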;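 further: competitive labeling of PME-1 active site by serine hydrolase directed probe; 0% = PME-1 with DMSO and 100% = wells lacking PME-1 enzyme; inhibitors block probe labeling so polarization falls and inhibition rises; many of its hits are not listed in these tables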
# Target sequence (Q9Y570 whole entry, looked up): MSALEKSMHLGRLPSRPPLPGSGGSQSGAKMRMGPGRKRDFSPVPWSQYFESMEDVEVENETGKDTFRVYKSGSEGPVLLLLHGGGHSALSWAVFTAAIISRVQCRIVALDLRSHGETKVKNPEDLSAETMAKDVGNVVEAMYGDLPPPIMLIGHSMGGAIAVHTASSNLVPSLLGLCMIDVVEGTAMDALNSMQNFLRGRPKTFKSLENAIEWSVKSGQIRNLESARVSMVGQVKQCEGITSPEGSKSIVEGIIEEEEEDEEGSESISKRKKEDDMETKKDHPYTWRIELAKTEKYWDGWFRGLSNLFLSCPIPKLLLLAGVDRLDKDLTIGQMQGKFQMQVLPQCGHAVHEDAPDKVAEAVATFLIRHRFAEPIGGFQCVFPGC
# LYPLA1 inh: LYPLA1 inhibitors, primary screen, counter-screen for PME1 inhibitor project, biochemical, fluorescence polarization, FP-Rh probe ABPP. Acyl-protein thioesterase 1 (Homo sapiens), O75608. recombinant LYPLA1. inhibition, % at 5.9 µM. 320,000 tested, 0.16% active;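 active means inhibition above the mean of all tested compounds plus 3 SD, set per campaign, cut at about 14% in these data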;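 further: inhibitors block serine hydrolase probe labeling of LYPLA1 so polarization falls; 0% = enzyme with DMSO and 100% = wells lacking LYPLA1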
# Target sequence (O75608 whole entry, looked up): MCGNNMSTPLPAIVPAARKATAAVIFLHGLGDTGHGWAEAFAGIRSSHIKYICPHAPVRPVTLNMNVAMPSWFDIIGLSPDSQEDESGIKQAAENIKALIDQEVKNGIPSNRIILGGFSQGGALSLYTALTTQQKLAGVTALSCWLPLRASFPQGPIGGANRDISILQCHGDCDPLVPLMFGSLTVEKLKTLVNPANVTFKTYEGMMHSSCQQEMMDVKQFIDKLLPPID
# pPAFAH FP inh: pPAFAH enzyme inhibitors, primary screen, biochemical, fluorescence polarization, human; Platelet-activating factor acetylhydrolase (Homo sapiens), Q13093; recombinant pPAFAH, FP-rhodamine probe fluorescence polarization; inhibition, % at 3.39 µM; 330,000 tested, 1.5% active; AID 463082, 2010;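 active means inhibition above the mean inhibition across the screen plus 3 SD, cut at about 25% in these data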;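 further: inhibitors block binding of the rhodamine activity-based probe so polarization drops; 0% = enzyme with DMSO and 100% = wells lacking pPAFAH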
# Numbers without * were called inactive; . = no result given. The list is partial, so the mix of outcomes need not match the whole.
SMILES,PAD4 inh,PREPL inh,GSTO1 counter,PAFAH1B2 inh,LYPLA2 inh,PAFAH1B3 FP inh,PME-1 inh,LYPLA1 inh,pPAFAH FP inh
O=C(/C=C/c1ccccc1Cl)Nc1cccc(O)c1,2,8,-14,-6,-10,-7,-1,-11,-1
Cc1ccc(CNC(=O)/C=C/c2ccc(S(=O)(=O)N3CCOCC3)cc2)cc1,0,-2,-5,4,-1,-5,-1,-5,-5
COc1cc2ccccc2cc1C(=O)NCC(c1cccs1)N(C)C (configuration not stated),0,4,-2,6,5,3,1,3,-2
Cc1nnsc1S(=O)c1ccc(F)cc1 (configuration not stated),-1,3,23,-1,0,-1,-3,-3,-6
COc1cc(/C=C2\SC(=S)N(CCC(=O)Nc3ccccc3O)C2=O)cc(OC)c1OC,-8,12,-5,-5,-16,-7,-20,-12,1
CC(C)(C)CC(=O)Nc1nnc(SCC(=O)NC2CCCCC2)s1,0,-1,3,9,-6,10,-6,1,4
CCN(CC(=O)Nc1ccc(NC(C)=O)cc1)CC(=O)Nc1ccccc1C(=O)c1ccccc1,4,-3,-1,5,-7,11,-3,-4,-3
C=CCNC(=O)c1cn(CC)c2cc(N3CCN(C(=O)c4ccco4)CC3)c(F)cc2c1=O,-5,-15,-2,0,6,13,-1,-1,2
COc1cccc(CC(=O)OC(C)C(=O)Nc2ccc(N3CCOCC3)cc2)c1 (configuration not stated),0,-2,8,2,0,3,1,0,13
Cc1cc(C)n2c(SCCC(C)C)nnc2n1,-2,-3,-3,0,-1,6,2,1,4
CCOC(=O)c1sc2nc3c(SCC(=O)O)cc(C(=O)c4ccccc4O)cn3c(=O)c2c1C,1,2,-12,-48,-1,-72,-14,-9,-4
Cn1c(NCCCO)nc2ccccc21,-2,-1,4,3,6,4,-8,2,-2
CNC(=S)N1C2CCCC1CC(NC(=O)c1ccc(F)cc1)C2 (configuration not stated),-2,-9,0,4,-3,4,3,-5,8
COc1cc(-c2nnc(COC(=O)c3cccn3C)o2)cc(OC)c1OC,-7,-14,-4,2,-2,0,-2,-5,-1
CCNC(=O)N1c2ccccc2Sc2ccccc21,-1,-5,2,-3,0,-9,3,1,3
O=C(c1ccco1)N1CCN(c2nc(C(F)(F)F)nc3c2nnn3Cc2ccccc2)CC1,5,-13,-2,4,-5,-5,-3,-6,3
COc1ccc(NC(=O)c2ccc(NC(=O)c3ccncc3)cc2)cc1,0,8,-6,7,10,-1,4,-2,8
COc1ccc(NC(=O)COC(=O)CNC(=O)C2CCCCC2)cc1OC,-3,19,.,1,.,9,.,.,0
C=CCN1C(=O)c2ccccc2Sc2ccc(C(=O)NC(C)C)cc21,-2,28,3,6,4,12,1,-1,0
CNC(=O)c1ccccc1F,-1,-2,-8,5,2,0,-6,1,0
CNC(=O)c1c(NC(=O)c2ccc(S(=O)(=O)N3CC(C)OC(C)C3)cc2)sc2c1CCN(C(C)C)C2 (configuration not stated),-4,6,6,7,8,3,0,2,1
COc1ccc(Cl)cc1NC(=O)CNc1ccc(F)cc1C,5,7,3,6,5,8,4,0,2
COc1nnc(-c2ccc(C)c(S(=O)(=O)NCCO)c2)c2ccccc12,2,6,12,3,-1,10,5,-3,9
Cc1ccc(N(C(=O)c2ccc(S(=O)(=O)N(C)C)cc2)C2C=CS(=O)(=O)C2)cc1 (configuration not stated),-2,10,-5,0,-1,-2,0,-4,-2
NC(=O)Cn1c2[n+](c3ccccc31)CC(O)CS2 (configuration not stated),5,11,14,5,10,5,-6,9,1
O=C(Cn1ncc2c([nH]c3ccccc32)c1=O)NCCc1ccccc1,0,-6,-4,-4,-28,-8,-28,-10,-2
COc1ccc(C(=O)OCCc2ccc(O)cc2)cc1,0,6,0,7,4,8,-6,1,12
Cc1ccc(C)c(-n2c3nc(=O)[nH]c(=O)c-3cc3cc([N+](=O)[O-])ccc32)c1,3,20,-10,-5,10,4,36*,6,19
Fc1ccc(C2=CSC3=NCCN23)cc1,-2,0,1,3,-1,9,-2,0,2
CCn1cc(C(=O)NCc2ccco2)c(=O)c2ccc(C)nc21,6,9,3,1,-6,8,10,0,7
Cc1cc2cc(CN(CC3CCCO3)C(=S)NCc3ccco3)c(=O)[nH]c2cc1C (configuration not stated),-3,-2,-5,0,6,0,1,-3,8
COc1cccc(N2CC(C(=O)Nc3nnc(SCC(=O)N4CCCC4)s3)CC2=O)c1 (configuration not stated),-1,2,8,0,7,9,1,-1,6
Cc1cc(C(=O)Nc2cc(C)n(Cc3ccc(Cl)cc3)n2)no1,1,-4,-2,15,6,6,1,2,13
O=C(Nc1ccccc1)C1=C(O)CC(c2ccc(Cl)cc2)N2CCN=C12 (configuration not stated),-2,0,-6,3,-7,-2,-9,-6,0
Cc1cc(NC(=O)C23CCC(C)(C(=O)O2)C3(C)C)no1 (configuration not stated),-3,14,15,0,-2,6,-5,0,-6
CCCn1c(C)cc(-c2csc(NC(=O)CCc3nc4ccccc4c(=O)[nH]3)n2)c1C,-8,14,-4,3,-6,6,4,-6,18
CCOc1ccc(-n2c(C)nc3cc(C(=O)NCCCN4CCOCC4)ccc32)cc1,3,2,-2,0,-7,5,-9,-2,0
CC(C)c1ccc(OC(=O)c2cccc(S(=O)(=O)N3CCN(C)CC3)c2)cc1,-1,19,-1,12,5,-4,-4,1,5
CCCCN(CCCC)CCNC(=O)CN1C(=O)COc2ccc(S(=O)(=O)N3CCC(C)CC3)cc21,3,-7,6,2,0,5,9,2,4
CCN(CC(=O)NC1CCS(=O)(=O)C1)C(C)C(=O)Nc1ccc(F)cc1 (configuration not stated),3,3,.,-5,1,5,-4,-4,-1
COc1ccccc1NC(=O)CN(Cc1ccccc1)S(C)(=O)=O,3,-6,13,-1,4,6,1,-2,1
O=C(O)c1oc2ccc(Br)cc2c1-n1cccc1,1,2,-4,4,0,6,-2,-2,10
CCC(=O)N1c2ccc(S(=O)(=O)N3CCN(C)CC3)cc2CC1C (configuration not stated),1,2,3,4,1,15,-2,0,3
O=C(O)c1ccc(COc2ccccc2[N+](=O)[O-])o1,1,2,1,0,1,3,6,5,1
CCn1c2ccccc2c2cc(NC(=O)c3ccccc3-c3ccccc3C(=O)O)ccc21,-6,5,7,12,1,10,11,0,33*
COc1ccc(CNc2c(CO)cnc3c2cnn3C)cc1,5,9,0,1,2,8,4,3,2
O=C(N/N=C/c1c[nH]c2ccc(Br)cc12)C1CC1,0,-4,4,4,4,-1,0,1,3
CCCNc1nc(-c2ccccc2)c(C(=O)OCC)cc1C#N,-3,-1,-2,1,0,2,-7,-2,10
COc1cc2c(cc1OC)C(COc1ccc([N+](=O)[O-])cc1)NCC2 (configuration not stated),-4,6,3,2,16,10,7,5,2
COC(=O)c1ccc(S(=O)(=O)N(CCO)Cc2ccccc2)n1C,0,3,5,-2,7,-1,1,4,1
CCNc1ccc(S(=O)(=O)N(C)C)cc1NCC(=O)Nc1ccc(Br)cc1F,-3,9,-2,2,-1,12,6,-3,5
O=C1OCCC1Sc1nnc(-c2ccccc2Br)n1Cc1ccccc1 (configuration not stated),2,10,4,6,6,0,-2,-1,7
CCN1C(=O)c2cccc3c(NC(=O)C4CCCCC4)ccc1c23,0,6,5,1,3,7,2,1,1
Cn1c(=O)c(-c2ccccc2[N+](=O)[O-])c(Cl)c2ccccc21,2,-4,-1,5,3,-5,0,2,4
O=S1(=O)CC(O)C(NCc2ccco2)C1 (configuration not stated),-5,6,-1,-3,5,2,3,3,4
C#CCNC(=O)C1=C[C@@H](c2ccccc2)[C@H](CCCO)[C@@H](OCC)O1,-5,-10,-3,1,4,4,-2,-2,-1
O=C1N[C@H](Cc2ccccc2)COC(=O)[C@H](Cc2ccc(F)cc2)CC/C=C/C[C@@H]1CC(=O)N(CCO)Cc1ccccc1,-1,34,.,10,.,5,.,.,6
CCn1nc(NS(=O)(=O)c2ccc([N+](=O)[O-])cc2)c2cc3ccccc3nc21,4,20,7,6,3,12,-1,-2,9
COc1cccc(NC(=O)CN(C)CC(=O)Nc2ccc(C)c([N+](=O)[O-])c2)c1,-6,14,8,0,14,6,13,1,0
CC(=O)N/C(=C\c1ccccc1)C(=O)OCC(=O)N(C)C1CCCCC1,-5,6,0,1,3,-1,0,3,1

# Full records as entered above.
# CC(=O)N/C(=C\c1ccccc1)C(=O)OCC(=O)N(C)C1CCCCC1 is listed as PAD4 inh: -5; PREPL inh: 6; GSTO1 counter: 0; PAFAH1B2 inh: 1; LYPLA2 inh: 3; PAFAH1B3 FP inh: -1; PME-1 inh: 0; LYPLA1 inh: 3; pPAFAH FP inh: 1
# COc1cccc(NC(=O)CN(C)CC(=O)Nc2ccc(C)c([N+](=O)[O-])c2)c1 is listed as PAD4 inh: -6; PREPL inh: 14; GSTO1 counter: 8; PAFAH1B2 inh: 0; LYPLA2 inh: 14; PAFAH1B3 FP inh: 6; PME-1 inh: 13; LYPLA1 inh: 1; pPAFAH FP inh: 0

# Remaining list, next part.
SMILES,PAD4 inh,PREPL inh,GSTO1 counter,PAFAH1B2 inh,LYPLA2 inh,PAFAH1B3 FP inh,PME-1 inh,LYPLA1 inh,pPAFAH FP inh
Cc1nccn1CC(=O)N/N=C/c1ccc(O)c(O)c1,4,2,9,.,8,.,4,2,5
CCOC(=O)CNC(=O)N1CCCC(C(=O)c2ccc3c(c2)OCO3)C1 (configuration not stated),0,2,6,2,-2,0,3,-2,-2
COc1ccc(N(CC(=O)NCc2ccc(F)cc2)C(=O)CCC(=O)Nc2nccs2)cc1,-3,12,3,-4,0,7,4,-2,-2
CCCc1nc2ccccc2c(=O)n1/N=C/c1c(C)[nH]n(-c2ccc(C)cc2)c1=O,-14,-15,17,7,10,0,-5,6,8
C[C@@H](O)[C@@H]1NC(=O)c2cc([N+](=O)[O-])cc(I)c2NCC[C@@H](C(N)=O)NC(=O)CNC1=O,-4,-8,3,.,6,.,-3,2,2
CC(C)(C)c1ccc(C(=O)N/C(=C/c2cccs2)C(=O)NCc2ccco2)cc1,-7,-11,-1,8,1,3,-9,-1,13
Cc1ccc(NC(=O)c2ccc(-c3nn(C)c(=O)c4ccccc34)cc2)c(C)c1,-2,16,-4,4,-3,3,2,3,0
CC1(C)CC(=O)c2cc3c(N)c(C(=O)NCc4ccccc4)sc3nc2C1,0,9,9,7,4,2,-1,5,2
CCOC(=O)CCC(NC(=O)c1ccc(NCN2C(=O)CCC2=O)cc1)C(=O)OCC (configuration not stated),0,11,0,1,2,4,2,2,-4
COC(=O)c1ccccc1N1C(=O)[C@@H]2C(c3ccc(Br)cc3)=NO[C@@H]2C1=O,-2,2,4,3,3,2,4,1,1
Cc1ccc(/C=N/n2c(C)nc3ccccc3c2=O)s1,0,5,-4,.,3,.,0,0,6
COc1ccc(CCNC(=O)c2ccc(=O)[nH]n2)cc1OC,-4,-4,-1,6,0,8,-4,-2,2
